Screening results from PubChem BioAssay.
BoNT-A LC inh2: blocks Botulinum neurotoxin A light chain protease. multiplex microsphere protease substrate cleavage, flow cytometry. inhibition, % at 10 µM. hit rate 0.17% among 360,000. AID 588499; in the data active = inhibition above about 30%; inconclusive = no clear call, values can overlap the other calls; note: plate controls were buffer without enzyme for full effect and enzyme alone for no effect
Mtb FBA inh: inhibitors of M. tuberculosis fructose-bisphosphate aldolase; P9WQA3; purified M. tuberculosis FBA, fluorescence read-out; inhibition, % at 1 µM; hit rate 2.3% among 360,000; in the data active = inhibition above about 27%;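 note: 0% = vehicle and 100% = reference inhibitor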
Target sequence (P9WQA3 whole entry, looked up): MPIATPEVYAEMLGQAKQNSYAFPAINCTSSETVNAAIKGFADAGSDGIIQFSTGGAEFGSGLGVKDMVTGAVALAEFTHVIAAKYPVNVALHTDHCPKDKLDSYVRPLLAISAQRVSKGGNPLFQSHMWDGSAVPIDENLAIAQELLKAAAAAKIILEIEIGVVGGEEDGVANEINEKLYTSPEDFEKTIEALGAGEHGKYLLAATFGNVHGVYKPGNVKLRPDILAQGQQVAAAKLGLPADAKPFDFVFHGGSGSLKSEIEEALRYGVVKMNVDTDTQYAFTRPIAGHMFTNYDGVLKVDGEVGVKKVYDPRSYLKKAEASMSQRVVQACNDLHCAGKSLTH
BioA inh: blocks M. tuberculosis BioA enzyme activity. purified M. tuberculosis BioA enzyme, plate reader. AID 602481. inhibition, % at 9.99 µM. hit rate 0.096% among 360,000; in the data active = inhibition above about 40%; inconclusive = no clear call, values can overlap the other calls
PrPC TRFRET: reduces human prion protein on the cell surface. P04156. cell surface PrPC, TR-FRET read-out. inhibition, % at 13.8 µM. hit rate 0.43% among 370,000; in the data active = inhibition above about 24%; note: 0% = median of the test wells and 100% = reference compound wells
BoNT F protease: blocks Botulinum neurotoxin F light chain protease. inhibition, % at 10 µM. hit rate 0.22% among 360,000. AID 588497. Multiplex microsphere protease cleavage assay, flow cytometry; in the data active = inhibition above about 35%, passing the limit was not always enough; inconclusive = no clear call, values can overlap the other calls; note: plate controls were buffer without enzyme for full effect and enzyme alone for no effect
CCHFV vOTU inh: CCHFV vOTU protease inhibition; hit rate 0.55% among 370,000; Pep-AMC fluorescence; inhibition, % at 11.5 µM; note: 0% = vehicle wells with enzyme and 100% = no enzyme wells
FadD28 FP inh: inhibitors of Mycobacterium tuberculosis FadD28 bisubstrate binding; FadD28 bisubstrate probe binding, fluorescence polarization; inhibition, % at 12.5 µM; hit rate 0.22% among 360,000; in the data active = inhibition above about 8.5%, passing the limit was not always enough; inconclusive = no clear call, values can overlap the other calls
GDH-TPI inh: inhibits GDH-TPI coupling enzymes, artifact for Mtb FBA screen; GDH-TPI coupled enzyme counterscreen, NADH absorbance; inhibition, % at 4.8 µM; hit rate 1.2% among 360,000; AID 588335;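 note: 0% = DMSO wells and 100% = wells lacking the enzyme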
UGM FP inh: blocks M. tuberculosis UGM enzyme; inhibition, % at 10 µM; hit rate 0.06% among 320,000; purified UGM, fluorescence polarization probe displacement; P9WIQ1; in the data active = inhibition above about 10%, passing the limit was not always enough; inconclusive = no clear call, values can overlap the other calls
Target sequence (P9WIQ1 whole entry, looked up): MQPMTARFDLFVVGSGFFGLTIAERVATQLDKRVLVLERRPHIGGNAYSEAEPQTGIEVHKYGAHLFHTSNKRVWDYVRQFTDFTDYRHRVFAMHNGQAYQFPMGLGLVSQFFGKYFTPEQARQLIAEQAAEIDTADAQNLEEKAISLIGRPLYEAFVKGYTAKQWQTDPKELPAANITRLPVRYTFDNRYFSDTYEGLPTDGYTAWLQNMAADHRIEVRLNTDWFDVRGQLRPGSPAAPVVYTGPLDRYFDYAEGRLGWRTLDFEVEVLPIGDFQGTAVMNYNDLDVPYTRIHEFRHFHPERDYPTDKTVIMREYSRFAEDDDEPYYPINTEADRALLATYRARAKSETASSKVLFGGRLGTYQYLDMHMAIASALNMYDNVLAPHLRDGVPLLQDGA
An asterisk follows results filed as active; ? = inconclusive; nt = no result given. Cut-off read from the data, not from the text of the source, unless noted: active = inhibition above about 30%; inactive = the rest.

item	SMILES	BoNT-A LC inh2	Mtb FBA inh	BioA inh	PrPC TRFRET	BoNT F protease	CCHFV vOTU inh	FadD28 FP inh	GDH-TPI inh	UGM FP inh
1	Cn1cnc(S(=O)(=O)N2CCCCC2c2cc(C(=O)Nc3cccc(C#N)c3)no2)c1 (configuration not stated)	0.1	-2	0.7	-2	-3	-3	-1.1	5	nt
2	COc1ccc(NC(C)=O)cc1CP(=O)(c1ccccc1)c1ccccc1	1.9	0	0.9	-6	0	-2	-1.9	-6	-1.9
3	O=C1NC(=O)C(=Cc2ccc(N3CCOCC3)o2)C(=O)N1	-0.2	-26	nt	-44	-9	23	0.5	-1	-6.3
4	CC(=O)Nc1ccc(N(C(=O)CNC(=O)c2ccco2)C(C(=O)NCc2ccco2)c2ccccc2)cc1 (configuration not stated)	-0.5	5	-3.4	1	0	-10	2.0	12	3.8
5	COc1cccc(CNS(=O)(=O)c2cc3c4c(c2)CCN4C(=O)CC3)c1	nt	8	-0.7	-6	nt	6	0.0	5	-2.4
6	CC(N)c1ccc(Cl)cc1Cl (configuration not stated)	0.2	-1	nt	-2	-2	-7	-3.2	-1	9.4
7	Cc1ccc(NC(=O)CNC(=O)c2cccs2)nc1	nt	-2	-0.3	6	nt	-4	-2.1	-1	4.6
8	Cn1cc(S(=O)(=O)NC[C@H]2O[C@@H](n3ccc(=O)[nH]c3=O)[C@H](O)[C@@H]2O)cn1	-0.1	-3	-0.3	-1	0	4	0.8	2	nt
9	Cc1cc(=O)c2ccccc2s1	1.5	-3	-0.3	7	5	22	-1.8	32*	1.0
10	CCCCN1C(=O)C(=O)NC[C@H]1Cc1cccc2ccccc12	-0.1	nt	nt	0	-7	4	nt	nt	nt
11	COC(=O)C(O)(c1ccc(NC(=O)NC2CCCCC2)cc1)C(F)(F)F (configuration not stated)	0.0	1	-1.2	9	-7	-2	-0.1	0	-1.3
12	CC(C)CCNC(=O)NC(=O)COC(=O)/C=C/c1cc(Br)ccc1F	-1.0	-4	nt	nt	0	nt	-2.5	0	2.2
13	CS(=O)(=O)c1ccc(C(=O)OCC(=O)NC(=O)C2COc3ccccc3O2)cc1[N+](=O)[O-] (configuration not stated)	-0.7	-1	2.1	-12	-3	4	-1.8	6	1.5
14	O=C(c1ccc(F)cc1)C1CCN(Cc2cn[nH]c2-c2ccccc2)CC1	?	-3	nt	-6	?	0	-1.2	-9	-1.6
15	O=c1c2c([nH]c3ccccc13)CCCCCC2	?	0	-1.5	7	-3	15	-0.6	16	0.5
16	COc1ccc(NC(=S)N2CCC3CC2c2cc(-c4ccc5c(c4)OCO5)ccc23)c(OC)c1 (configuration not stated)	-0.6	0	0.6	3	1	1	-0.6	nt	nt
17	CC(C)CC1Nc2ncnc(N3CCN(c4ccccc4)CC3)c2N(Cc2ccc(Cl)cc2)C1=O (configuration not stated)	0.0	-1	-0.6	5	-2	3	-4.5	6	-1.4
18	O=C(c1ccccc1)N1CCCC(C(=O)N2CCN(c3ccccc3)CC2)C1 (configuration not stated)	-6.6	1	nt	-8	?	-5	-1.1	9	-0.5
19	COC(=O)Oc1ccc(/C=N/NC(=O)CSCc2ccccc2Br)cc1OC	-0.2	-3	nt	4	0	-5	-2.2	3	1.3
20	CCOC(=O)Cn1c2ccccc2n2nc(CCC(=O)O)c(=O)nc12	-0.7	58*	-0.8	-2	2	-21	0.3	2	-1.2
21	Cc1cccc(NC(=O)NNC(=O)c2ccc(C)c([N+](=O)[O-])c2)c1	-1.2	-1	0.9	-11	-1	-13	1.0	1	4.1
22	Cc1ccc(S(=O)(=O)Nc2ccc(N3CCCCC3)cc2)cc1	-2.5	0	-0.5	9	-24	8	-1.1	3	-2.1
23	CN1CCN(c2ccc(Cl)cc2NC(=O)CN2C(=O)NC(C)(c3ccccc3)C2=O)CC1 (configuration not stated)	-4.2	7	-0.3	0	-12	-4	0.6	4	-2.2
24	CC(Nc1nc(Nc2ccc(F)cc2)nc(SCC(N)=O)n1)c1ccccc1 (configuration not stated)	1.5	-1	13	4	?	-7	-3.8	1	-1.2
25	CCOC(=O)c1nn(-c2ccc(F)cc2)c2nc(CC(C)C)c(C#N)c(=O)n12	7.6	23	-1.0	-3	12	-3	-0.8	8	0.1
26	COc1ccc(O)c(C(C)(C)C)c1	-0.5	-2	0.3	0	-2	2	-3.1	4	2.8
27	COC(=O)c1cc(-c2ccc(F)cc2)n(-c2ccccc2)n1	1.8	1	1.8	-1	-19	-9	-2.0	-10	0.4
28	CCN(CC)c1ccc(/C=N/n2c(C)nc3ccccc3c2=O)cc1	-2.3	0	-0.9	8	-2	12	-2.2	25	-0.4
29	Cc1csc(NC(=O)CSc2[nH]c(=O)ncc2C)n1	nt	-1	-0.4	2	nt	4	-3.4	6	1.7
30	O=c1c(Cl)c(NCc2ccco2)cnn1C12CC3CC(CC(C3)C1)C2	-0.1	1	2.0	-7	-4	-8	-2.7	26	-0.8
31	CCc1cc2c(NCCN3CCCCC3)ncnc2s1	2.2	-1	1.9	0	-16	-2	0.4	3	3.0
32	COc1ccccc1C1=NOC(C)(c2sc(-c3ccc(Cl)cc3)nc2C)C1 (configuration not stated)	-0.1	2	-1.1	0	-3	4	-2.3	3	2.0
33	O=C1CSC(c2ccccc2[N+](=O)[O-])N1c1cccc(F)c1 (configuration not stated)	0.3	1	2.6	1	5	-7	0.4	-4	-0.2
34	CCCCCC(=O)N/N=C/c1ccco1	0.7	0	nt	4	2	7	-2.0	4	-1.6
35	COC(=O)c1ccc(N2C(c3cc(OC)cc(OC)c3)=Cc3ccc(-c4cnc(OC)nc4)cc3C2CC(=O)C2CC2)cc1 (configuration not stated)	23	nt	nt	-1	0	-2	nt	nt	nt
36	Cc1nc(NN)c2c3c(sc2n1)COC(C)(C)C3	-3.0	4	-1.5	-2	-9	-6	-1.9	10	-3.1
37	COc1ccc(/C=C/C(=O)c2oc3ccc(F)cc3c2C)cc1	0.7	3	0.3	nt	1	nt	-1.3	1	0.0
38	Cc1cc(C)cc(NC(=O)C2CCN(c3nc(C)cc(C)n3)CC2)c1	3.6	0	-0.5	-8	6	-2	0.1	2	0.8
39	COCCNC(=O)C(OC(=O)c1ccco1)c1ccccc1Cl (configuration not stated)	1.5	1	2.6	-5	-25	-1	-0.7	5	1.1
40	CCOC(=O)c1sc(NC(=O)c2c(CC)noc2C)nc1C	-1.3	-2	-0.9	-1	-15	10	-2.5	14	-1.1
41	CC(C)(C)NC(=O)Cn1c(-c2nonc2N)nc2ccccc21	0.8	-2	-0.2	1	-10	2	0.1	8	1.1
42	Cc1cccc(NC(=O)NNC(=O)c2sccc2-n2cccc2)c1	-0.6	1	nt	9	0	9	1.4	3	1.0
43	COCCn1c(SCc2nc3sc(C(=O)OC)c(C)c3c(=O)[nH]2)nc2ccccc21	0.3	3	1.4	1	8	-3	-0.6	0	1.9
44	Cc1ccc(S(=O)(=O)Nc2cncnc2NS(=O)(=O)c2ccc(C)cc2)cc1	-0.7	0	-0.9	-4	-4	-10	-2.2	4	nt
45	CC(C)c1ccccc1NC1=NCCCS1	0.6	-2	-1.3	-1	5	7	-2.9	-2	-0.8
46	O=C(/C=C/c1ccccc1Br)c1ccc2c(c1)OCO2	-2.1	-3	-1.0	3	-9	23	-1.3	4	3.0
47	CC(=O)CC(C)(C)n1c[n+](C)nn1	1.6	2	nt	-3	-12	8	-0.1	7	1.8
48	COc1ccccc1OCC(=O)Nc1oc(-c2ccccc2)c(-c2ccccc2)c1C#N	-0.9	0	0.9	-3	-2	8	-0.3	15	0.0
49	COc1ccc(N(CC(=O)NCc2ccco2)S(C)(=O)=O)cc1Cl	-0.5	-6	-0.9	2	11	2	-4.7	-7	3.8
50	Cc1ccc(C)c(NC(=S)NCCSc2ccc(Cl)cc2)c1	0.2	0	nt	2	-2	1	-3.0	5	-0.5
51	O=[N+]([O-])c1ccc(-c2nnc3n2CCCCC3)cc1	1.4	-1	nt	-36	12	4	0.2	0	0.9
52	O=C(COC(=O)c1ccccc1F)Nc1ccc(S(=O)(=O)N2CCOCC2)cc1	-0.1	-1	1.2	6	0	-12	-0.5	3	-5.3
53	O=C(c1ccccc1)N1N=C(c2ccccc2O)CC1c1ccc(Br)cc1 (configuration not stated)	0.7	1	-1.5	2	-2	-5	0.0	7	-0.2
54	Cc1ccc(N2CCN(CC(O)COc3cccc(C)c3)CC2)cc1 (configuration not stated)	-1.7	4	-1.9	-3	-2	5	-0.2	5	5.1
55	COc1ccc2c(c1)C(SCC(=O)NCCc1ccccc1)CC(C)(C)O2 (configuration not stated)	0.1	3	0.2	-10	-13	5	-5.2	11	-2.2
56	O=C1C2C3C=CC(C3)C2C(=O)N1c1ccc(-c2nc3ccccc3c(=O)o2)cc1 (configuration not stated)	-0.2	3	nt	3	2	-5	-3.4	-5	-1.9
57	COc1ccc(N(C(=O)c2snc(C(N)=O)c2N)C(C(=O)NC2CCCC2)c2ccc3ncccc3c2)cc1 (configuration not stated)	2.6	3	-8.2	-7	0	6	-0.2	10	5.2
58	Cc1ccc(CN(c2ccc(C(=O)N3CCCC3)cc2)S(C)(=O)=O)cc1	0.3	1	2.7	1	4	-7	-4.2	5	-1.2
59	CC(C)c1ccc(N2CC(C(=O)Nc3nccs3)CC2=O)cc1 (configuration not stated)	0.3	1	4.1	0	-3	0	-0.9	-12	-2.1
60	COc1cc(-c2nnn(CC(=O)N3CCOCC3)n2)cc(OC)c1OC	0.2	-9	1.2	4	-18	-4	0.2	20	2.2

Following part:
item	SMILES	BoNT-A LC inh2	Mtb FBA inh	BioA inh	PrPC TRFRET	BoNT F protease	CCHFV vOTU inh	FadD28 FP inh	GDH-TPI inh	UGM FP inh
61	CC(C)C[C@H]1CN([C@@H](CC(C)C)CN2CCCC2CN2C(=S)NC[C@@H]2Cc2ccc(O)cc2)C(=S)N1CC1CCCCC1 (some centres not stated)	0.0	-1	-0.6	4	-1	10	-5.1	7	nt
62	COc1ccc(Cc2nc3ccccc3n2CC(=O)N/N=C/c2ccc(O)cc2)cc1OC	-0.4	-2	nt	-1	-7	-6	-3.0	4	2.8
63	CCOCCc1nnc(NC(=O)c2ccc(OC)c(OC)c2)s1	-0.2	0	-1.1	12	-4	26	-0.2	13	-1.2
64	COc1ccc(CN2C(=O)CCC2(C)c2nnnn2-c2c(C)cccc2C)cc1 (configuration not stated)	0.1	nt	nt	-4	1	-6	nt	nt	nt
65	O=C1CC(c2ccc(F)cc2)Sc2ccccc2N1 (configuration not stated)	?	0	1.4	9	?	-8	-0.1	6	-0.1
66	CC1CCCCC1NC(=O)CN1C(=O)NC(C)(c2cccc(Br)c2)C1=O (configuration not stated)	nt	-1	0.1	-2	nt	0	-3.3	3	nt
67	O=C(CSc1ccc([N+](=O)[O-])cn1)Nc1cc(C(F)(F)F)ccc1N1CCOCC1	-0.3	-2	1.9	-16	7	7	-2.5	23	2.2
68	Cc1ccc(S(=O)(=O)NC2CCCC(C(=O)O)C2)cc1 (configuration not stated)	-0.7	-3	-0.6	1	-5	-4	-1.5	2	1.0
69	O=C(CCC(=O)Nc1nnc(C2CCCCC2)s1)NCC1CCCO1 (configuration not stated)	-0.6	4	nt	0	1	4	-0.8	0	2.8
70	O=C(Cc1ccc([N+](=O)[O-])cc1)N1CCc2ccccc2C1	0.1	-3	nt	-6	-9	0	-0.5	1	0.7

Excerpt, nos. 1 to 5
item	SMILES	BoNT-A LC inh2	Mtb FBA inh	BioA inh	PrPC TRFRET	BoNT F protease	CCHFV vOTU inh	FadD28 FP inh	GDH-TPI inh	UGM FP inh
1	Cn1cnc(S(=O)(=O)N2CCCCC2c2cc(C(=O)Nc3cccc(C#N)c3)no2)c1 (configuration not stated)	0.1	-2	0.7	-2	-3	-3	-1.1	5	nt
2	COc1ccc(NC(C)=O)cc1CP(=O)(c1ccccc1)c1ccccc1	1.9	0	0.9	-6	0	-2	-1.9	-6	-1.9
3	O=C1NC(=O)C(=Cc2ccc(N3CCOCC3)o2)C(=O)N1	-0.2	-26	nt	-44	-9	23	0.5	-1	-6.3
4	CC(=O)Nc1ccc(N(C(=O)CNC(=O)c2ccco2)C(C(=O)NCc2ccco2)c2ccccc2)cc1 (configuration not stated)	-0.5	5	-3.4	1	0	-10	2.0	12	3.8
5	COc1cccc(CNS(=O)(=O)c2cc3c4c(c2)CCN4C(=O)CC3)c1	nt	8	-0.7	-6	nt	6	0.0	5	-2.4
